From PubChem
PfHsp40 rescue: rescue of yeast from PfHsp40 toxicity, primary screen, S. cerevisiae, ATP luminescence | S. cerevisiae expressing PfHsp40, growth rescue | growth rescue, % at 12.5 µM | actives 0.68% (n = 340,000) | AID 504582, 2011; in the data active means growth rescue above about 28%, passing the limit was not always enough;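 further: yeast W303a lacking pdr1 and pdr3 grown in galactose medium; growth measured after three days at 30 °C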
DUSP3 inh: VHR1 phosphatase inhibitors, primary screen, biochemical, absorbance, uHTS; Dual specificity protein phosphatase 3 (Homo sapiens), P51452; recombinant VHR phosphatase, pNPP absorbance; inhibition, % at 13.3 µM; actives 0.52% (n = 290,000); in the data active means inhibition above about 50%; further: some compounds called inactive have numbers as strong as hits
Target sequence (P51452 whole entry, looked up): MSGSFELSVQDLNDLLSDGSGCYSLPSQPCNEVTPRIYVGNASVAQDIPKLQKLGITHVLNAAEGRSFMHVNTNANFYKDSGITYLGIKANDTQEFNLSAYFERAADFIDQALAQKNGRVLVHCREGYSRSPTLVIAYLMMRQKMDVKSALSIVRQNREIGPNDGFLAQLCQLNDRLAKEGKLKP
Y pestis TopoI: Yersinia pestis topoisomerase I inhibitors, primary screen, biochemical, cleavage product accumulation, plate reader, single point | DNA topoisomerase I (Yersinia pestis CO92) | Y. pestis Topo-I cleavage product accumulation | activity, % at 10 µM | actives 0.064% (n = 360,000) | AID 504884, 2011; in the data active means activity above about 50%, passing the limit was not always enough; further: inactives centre near 2
Vc quorum ag: inducers of Vibrio cholerae quorum light production without autoinducers, primary screen, BH1578 luxS cqsA deficient, single point; V. cholerae BH1578 lux reporter, luminescence, 6 h; activation, % at 18.7 µM; actives 0.16% (n = 350,000); AID 588436, 2011; in the data active means activation mostly above about 9.7%, no sharp cut-off; further: not every result past the cut was called active; inactives centre near 0; reference of the scale not given here
TcdB GH inh: TcdB glycohydrolase inhibitors, primary screen, biochemical, single point, plate reader. TcdB glycohydrolase enzymatic assay. inhibition, % at 9.99 µM. actives 0.24% (n = 350,000). AID 652162, 2013; in the data active means inhibition above about 10%
SSB-PriA inh: inhibitors of Klebsiella pneumoniae PriA binding to SSB C-terminal tail, primary screen, biochemical, AlphaScreen; PriA–SSB C-terminal tail interaction (Klebsiella pneumoniae); AlphaScreen SSBct-PriA binding, biotinylated peptide; inhibition, % at 33 µM; actives 0.6% (n = 430,000); in the data active means inhibition mostly above about 37%, no sharp cut-off; inactive means mostly below about 20%;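 further: plate controls were negative control peptide for no effect and reference peptide for full effect; strong numbers were not always called active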
3CLpro inhibitor: SARS-CoV 3CLpro protease inhibitors, primary screen, biochemical, quenched FRET | Replicase polyprotein 1ab (Severe acute respiratory syndrome coronavirus), P0C6X7 | recombinant SARS-CoV 3CLpro, quenched FRET peptide cleavage | inhibition, % at 6 µM | actives 0.14% (n = 290,000) | AID 1706, 2009; in the data active means inhibition above about 12%
BoNT-A LC inh2: BoNT/A light chain protease inhibitors, primary screen, biochemical, flow cytometry, MLPCN library; Botulinum neurotoxin type A light chain protease (Clostridium botulinum A str. ATCC 3502); multiplex microsphere protease substrate cleavage; inhibition, % at 10 µM; actives 0.17% (n = 360,000); AID 588499, 2011; further: plate controls were buffer without enzyme for full effect and enzyme alone for no effect
Anthrax LF prot: Bacillus anthracis LF protease inhibitors, primary screen, biochemical, multiplex microsphere, MLPCN library. actives 0.12% (n = 360,000). AID 588501, 2011. inhibition, % at 10 µM. multiplex microsphere protease cleavage assay; further: plate controls were buffer without enzyme for full effect and enzyme alone for no effect
Target sequence (P15917 whole entry, looked up): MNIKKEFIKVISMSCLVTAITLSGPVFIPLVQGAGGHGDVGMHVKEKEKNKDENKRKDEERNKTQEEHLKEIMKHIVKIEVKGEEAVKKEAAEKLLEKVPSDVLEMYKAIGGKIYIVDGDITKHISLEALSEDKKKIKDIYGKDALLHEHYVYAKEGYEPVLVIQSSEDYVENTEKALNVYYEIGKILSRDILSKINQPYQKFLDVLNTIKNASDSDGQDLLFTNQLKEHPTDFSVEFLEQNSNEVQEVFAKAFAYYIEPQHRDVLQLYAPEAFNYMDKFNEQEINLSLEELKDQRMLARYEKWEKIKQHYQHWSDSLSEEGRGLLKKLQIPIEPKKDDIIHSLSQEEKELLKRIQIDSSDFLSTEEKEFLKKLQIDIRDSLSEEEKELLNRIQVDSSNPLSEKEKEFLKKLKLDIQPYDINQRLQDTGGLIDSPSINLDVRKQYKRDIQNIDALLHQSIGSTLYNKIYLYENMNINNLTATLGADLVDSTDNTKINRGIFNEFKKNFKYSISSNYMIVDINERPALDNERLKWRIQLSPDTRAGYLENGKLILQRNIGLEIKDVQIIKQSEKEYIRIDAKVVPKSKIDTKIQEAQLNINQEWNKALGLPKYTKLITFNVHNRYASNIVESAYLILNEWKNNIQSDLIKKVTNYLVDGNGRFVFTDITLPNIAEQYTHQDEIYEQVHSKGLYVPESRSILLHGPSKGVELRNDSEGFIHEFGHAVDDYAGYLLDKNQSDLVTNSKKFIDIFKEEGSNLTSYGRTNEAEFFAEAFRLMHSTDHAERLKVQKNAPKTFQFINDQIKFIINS
CCHFV vOTU inh: CCHFV vOTU protease inhibitors, primary screen, biochemical, Pep-AMC substrate, fluorescence; Crimean-Congo hemorrhagic fever virus L polyprotein viral ovarian tumor (vOTU) protease …; inhibition, % at 11.5 µM; actives 0.55% (n = 370,000); AID 651958, 2012; in the data active means inhibition above about 30%; further: 0% = vehicle wells with enzyme and 100% = no enzyme wells
Starred values were filed as active, the others as inactive; i = inactive; · = no result given; & = joins results of further samples. Unless noted, no stated cut-off is given here; in the data, active means inhibition above about 30%; inconclusive means no clear call, values can overlap the other calls; inactive means below that. These rows are one share of the data, so the mix of outcomes need not match the whole.

The line under a structure holds: SSB-PriA inh, Vc quorum ag, DUSP3 inh, CCHFV vOTU inh, BoNT-A LC inh2, Y pestis TopoI, 3CLpro inhibitor, PfHsp40 rescue, TcdB GH inh, Anthrax LF prot
CC(C)c1cccc(O)c(=O)c1
  2, -0.4, 21, 0, 0.9, 0, 1, -0.7, 1.1, 5
Nc1ncnc(Oc2cccc(C(F)(F)F)c2)c1[N+](=O)[O-]
  -10, -0.1, 23, 21, -0.3, 3, 3, -0.3, 0.9, 2
Cc1cc(F)ccc1C(O)c1ncc(-c2ccccc2Cl)[nH]1 (stereo unspecified)
  ·, -0.8, ·, -9, -0.4, 5, ·, ·, 3.5, -3
c1ccc(-c2nn3c(Cn4cnc5ccccc54)nnc3s2)cc1
  0, i, -4, -11, 1.6, 8, 3, 0.1, 1.3, 4
CC(C)OC(=O)C1C2C=CC3(CN(C(C)c4ccc(Br)cc4)C(=O)C13)O2 (stereo unspecified)
  -8, 1.3, 5, 3, -0.2, 2, -1, -0.9, 1.3, 1
CC(C(=O)N1CCN(c2ccccc2F)CC1)c1ccc([N+](=O)[O-])cc1 (stereo unspecified)
  2, -0.2, 14, -16, 0.9, 1, 4, 1.0, 2.7, -2
COc1cc(-c2nn3c(-c4ccccc4)nnc3s2)cc(OC)c1OC
  -5, -0.2, 0, 13, ·, -1, -1, -0.4, ·, ·
O=C(CSc1nc2[nH]c(=O)cc(O)c2s1)Nc1ccc(Cl)c(C(F)(F)F)c1
  -12, 0.3, ·, 5, 2.4, -5, ·, 2.1, -1.3, 1
Cc1ccc(NS(=O)(=O)c2cc(C(=O)O)ccc2Cl)c(C)c1
  -5, -0.5, -26, -11, -3.3, 5, 4, -0.4, ·, -12
CC(C)OC(=O)CSc1nnc(-c2cccnc2)n1N
  -11, -0.6, 8, 5, -0.5, -7, -6, 0.1, ·, 2
CC(C)Cc1cc(C(=O)Nc2c(F)cc(F)cc2Br)no1
  -13, -0.1, 32, 15, -0.4, 2, 6, 1.9, 1.6, 9
S=c1[nH]ccn1-c1cccc(Cl)c1Cl
  -13, 1.5, -12, -15, 0.6, 0, -3, -2.2, 0.5, -8
CN(C(=O)CSc1nnc(-c2ccncc2)n1-c1ccccc1)C1CCS(=O)(=O)C1 (stereo unspecified)
  -3, i, 7, -13, -1.4, -2, 2, -1.2, 0.6, -5
O=C(OCCN1CCN(C2=NS(=O)(=O)c3ccccc32)CC1)c1ccccc1F
  3, -0.7, -7, 0, -2.0, 5, -1, 0.1, 1.8, -1
O=C(Nc1ccc2c(c1)Cc1ccccc1-2)c1cccnc1
  -2, -0.1, 30, 4, 1.0, -14, 10, 4.1, 0.5, -1
CCc1nc2c(OCc3cc(Cl)cc(Cl)c3)cccn2c1N(C)C(=O)Nc1ccccc1OC
  ·, -0.8, ·, 11, -1.0, 9, ·, ·, 1.0, -9
CCOc1ccc(-n2c(Cc3cc(=O)[nH]c(=O)[nH]3)nnc2SCC(=O)OC)cc1
  -8, -0.3, 0, 4, -0.5, -1, -4, 0.1, -0.3, -10
CC1CCN(C(=O)COC(=O)c2ccc([N+](=O)[O-])o2)CC1
  9, i, ·, 19, 0.4, 2, ·, -1.5, -1.0, -4
CCNc1nc(NCC)nc(N(C#N)CCOc2ccccc2)n1
  -16, -0.3, 9, 17, -0.5, -3, -1, -0.6, 1.4, 0
CC(C)(C)Nc1ncnc2c1cnn2-c1ccccc1
  -15, -0.3, 13, 8, -0.3, 0, ·, 0.8, -0.2, -7
O=C1CCCN1CC1CCCN(Cc2nc(COc3ccccc3)no2)C1 (stereo unspecified)
  -18, -0.4, 21, 10, 1.3, 0, 4, -0.7, 0.6, 1
O=C1OC=NC1=Cc1ccccc1
  -13, ·, ·, 2, 0.0, 4, ·, -2.5, 0.0, -2
C=CC[C@H](CC(=O)N[C@H](CO)Cc1ccccc1)C(=O)N[C@@H](COC(=O)[C@@H](CC=C)CC(=O)OC(C)(C)C)Cc1c[nH]c2ccccc12
  3, -0.4, ·, 26, -0.7, 19, ·, -0.4, 1.2, -4
CC1=C(C(=O)N2CCCC(CCC(=O)NCc3ccccc3F)C2)OCCO1 (stereo unspecified)
  0, i, 40, 18, 0.2, 0, -4, 0.2, -1.8, -2
CNc1cccc(-c2ccccc2C(C)=O)n1
  ·, i, ·, -4, 0.3, 2, ·, ·, 0.2, -4
CC(C)(C)NC(=O)CCc1nnc(Cc2c[nH]c3ccccc23)o1
  14, ·, -1, 5, 0.3, -2, 1, -1.7, 0.0, 1
CC1COc2ccccc2N1S(=O)(=O)c1ccccc1 (stereo unspecified)
  -7, -0.2, 22, -8, 0.2, 5, 4, -0.5, 1.3, -10
C[C@]12CC[C@@H]3c4ccc(O)cc4CC[C@H]3[C@@H]1CC[C@@H]2OC(=O)CCC(=O)O
  -10, -0.6, 5, 5, -1.0, 5, -3, 1.2, -10, -3
COc1cc(/C=N\NC(=O)c2ccc(Cn3nc([N+](=O)[O-])c(Cl)c3C)o2)ccc1O
  ·, 0.1, 23, 11, -0.1, -1, -4, 0.2, ·, -3
CCC(C)c1ccccc1NC(=O)C(C)OC(=O)CN1C(=O)NC(C)(C)C1=O (stereo unspecified)
  -1, -0.3, ·, -7, 2.4, 5, ·, -0.9, 1.1, -1
COc1ccc(NC(=O)C(c2cc3c(cc2[N+](=O)[O-])OCO3)N2CCN(C=O)CC2)cc1 (stereo unspecified)
  0, -0.2, 32, -9, -1.5, 3, -2, -0.1, -0.2, -2
Cc1noc(C)c1COC(=O)c1ccc(F)c(S(=O)(=O)N2CCCCC2)c1
  -23, 0.1, -4, -13, -0.4, 50, -4, -0.5, 0.7, 1
CCOC(=O)c1ccc(NC(=O)CCn2c(=O)oc3ccccc32)cc1
  0, 0.0, 14, -2, 0.2, 1, 0, 1.0, 0.1, 2
COc1ccc(NC(=O)CSc2ncnc3c2sc2ccccc23)c(OC)c1
  -13, -0.3, 13, -6, 1.1, -9, -2, -2.6, ·, 2
O=C(CCC(=O)N(CC(=O)NC1CCCC1)c1cccc(F)c1)Nc1nccs1
  -17, -0.2, 47, -12, -3.0, -3, 1, -0.5, 0.1, 0
COc1ccc(C2CC(=O)C3=C(C2)Nc2ccccc2N(C(=O)C2CC2)C3c2cccnc2)cc1OC (stereo unspecified)
  -11, -3.7, 7, 3, -0.1, 16, 8, 0.7, ·, -1
CCCCC(=O)O[C@H]1CC[C@H]2[C@@H]3CCc4cc(O)ccc4[C@H]3CC[C@]12C
  -1, i, 9, 23, -0.6, 6, -4, 6.0, -0.2, 3
O=S(=O)(c1ccc(N2CCN(CCO)CC2)nc1)N1CCOCC1
  -8, -3.4, ·, -3, -2.1, -1, ·, 0.2, 0.9, -4
CN(C)S(=O)(=O)c1cccn1-c1ncc(C(F)(F)F)cc1Cl
  -5, -0.4, 20, 13, -3.3, 3, -3, 0.0, ·, 3
O=C(CN(C(=O)c1cccc([N+](=O)[O-])c1)C1CCCCC1)Nc1ccc(Cl)c([N+](=O)[O-])c1
  2, -0.6, -2, -11, -1.3, -7, 0, -0.5, 1.3, -6
CCN(CC)C(=O)Cn1c(=O)n(CCCC(=O)NCc2ccccc2)c(=O)c2sccc21
  -4, i, 18, -9, -0.2, -3, -5, 0.5, 1.6, -3
C=CCn1c(N)c(C(=O)OC(C)CC)c2nc3ccccc3nc21 (stereo unspecified)
  -14&-13, i, 22, -207, 1.3, 5, -4, -0.6, ·, -3
CC1CCc2c(sc(/N=C/c3cccnc3)c2C(N)=O)C1 (stereo unspecified)
  ·, -0.5, 1, -10, 0.2, -6, 8, ·, 0.1, 3
CC1CCN(C(C)C(=O)Nc2cc(S(=O)(=O)N3CCCCC3)ccc2Cl)CC1 (stereo unspecified)
  -7, -0.5, ·, -6, 3.5, -3, ·, -0.8, 0.6, -3
CCc1nc2ccc(N3CCN(C)CC3)cc2nc1CC
  0, -0.5, 13, -12, 0.3, 9, 3, 0.6, 0.2, -2
COc1ccc(S(=O)(=O)n2cnc(C)c2)cc1
  -3, -0.5, 34, 5, -0.8, -1, 1, 0.5, -0.5, -2
CCC(CC)NC(=O)/C=C/c1cccc([N+](=O)[O-])c1
  -21, -0.3, -14, 2, -0.1, 2, 2, -2.6, 1.1, 3
CC(C)n1nnnc1SCC(=O)NCc1ccc2c(c1)OCO2
  2, -0.7, 6, 8, 0.2, 0, 1, -0.6, ·, -2
CN(C(=O)CSc1nnc(-c2ccco2)n1Cc1ccccc1)C1CCS(=O)(=O)C1 (stereo unspecified)
  -6, -0.3, ·, 5, -0.4, 6, ·, -1.9, 1.3, -4
CCN(CC)c1ccc(/C=C(\C#N)C(=O)NCc2ccco2)cc1
  ·, ·, 37, 11, ·, ·, -5, ·, 0.3, ·

Continued.
The line under a structure holds: SSB-PriA inh, Vc quorum ag, DUSP3 inh, CCHFV vOTU inh, BoNT-A LC inh2, Y pestis TopoI, 3CLpro inhibitor, PfHsp40 rescue, TcdB GH inh, Anthrax LF prot
CCOC(=O)C(=O)/C(=C\N(C)C)c1onc(-c2ccccc2Cl)c1C(=O)OC
  -4, 5.3, -13, 2, 0.1, -1, -6, -1.9, ·, -1
COc1cc(-c2noc(C)c2C(=O)NCCCN2CCOCC2)cc(OC)c1OC
  0, i, ·, -1, 0.7, -5, ·, -0.6, 0.7, 1
Cc1cc(C)cc(NCC(=O)Nc2c(C)cccc2C)c1
  6, -0.3, -1, 15, -0.3, 9, -2, 0.3, ·, -10
CSc1cccc(NS(=O)(=O)c2ccc3c(c2)oc(=O)n3C)c1
  -1, -0.4, 8, 1, -0.9, -8, 0, -0.5, 1.6, -1
COC(=O)c1ccc(CNC(=O)Cn2cnc(C(=O)Nc3ccc(C)c(C)c3)n2)cc1
  -3, -1.0, ·, 14, -0.1, -7, ·, 0.2, -3.9, 1
Cc1ccc2cc(C)c(N3CCC(C)CC3)nc2c1
  -35, -0.4, -24, 16, -0.1, 6, 1, 0.9, -1.5, -6

Retrieved by structure from above (7):
The line under a structure holds: SSB-PriA inh, Vc quorum ag, DUSP3 inh, CCHFV vOTU inh, BoNT-A LC inh2, Y pestis TopoI, 3CLpro inhibitor, PfHsp40 rescue, TcdB GH inh, Anthrax LF prot
CCNc1nc(NCC)nc(N(C#N)CCOc2ccccc2)n1
  -16, -0.3, 9, 17, -0.5, -3, -1, -0.6, 1.4, 0
O=C(CN(C(=O)c1cccc([N+](=O)[O-])c1)C1CCCCC1)Nc1ccc(Cl)c([N+](=O)[O-])c1
  2, -0.6, -2, -11, -1.3, -7, 0, -0.5, 1.3, -6
CN(C(=O)CSc1nnc(-c2ccncc2)n1-c1ccccc1)C1CCS(=O)(=O)C1 (stereo unspecified)
  -3, i, 7, -13, -1.4, -2, 2, -1.2, 0.6, -5
C=CC[C@H](CC(=O)N[C@H](CO)Cc1ccccc1)C(=O)N[C@@H](COC(=O)[C@@H](CC=C)CC(=O)OC(C)(C)C)Cc1c[nH]c2ccccc12
  3, -0.4, ·, 26, -0.7, 19, ·, -0.4, 1.2, -4
COc1ccc(S(=O)(=O)n2cnc(C)c2)cc1
  -3, -0.5, 34, 5, -0.8, -1, 1, 0.5, -0.5, -2
CC(C(=O)N1CCN(c2ccccc2F)CC1)c1ccc([N+](=O)[O-])cc1 (stereo unspecified)
  2, -0.2, 14, -16, 0.9, 1, 4, 1.0, 2.7, -2
CCN(CC)c1ccc(/C=C(\C#N)C(=O)NCc2ccco2)cc1
  ·, ·, 37, 11, ·, ·, -5, ·, 0.3, ·
